# sdo1 growth – compounds rescuing growth of sdo1-depleted yeast, bone marrow failure model. S. cerevisiae sdo1-depleted JHY4D growth rescue, OD600 30 h; active compounds read high; pdr5 snq2 efflux-pump mutant strain. z-score at 10 µM. 140,000 compounds, 0.21% hits. AID 817;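 active = z-score above 3 at both the 24 hr and the 30 hr optical density reads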;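 also: z-score against mean and SD of all compound wells on the same plate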
# Insulin prom inh – TRM-6 insulin promoter activity inhibition; TRM-6 cells (human fetal islet line), insulin promoter-eGFP reporter, imaging; reporter expression induced with tamoxifen; inhibition, % at 2 µM; 130,000 compounds, 0.9% hits;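 active = inhibition above the mean plus 3 SD, with well images judged a real hit on visual review, cut at about 60% in these data, passing the limit was not always enough; inconclusive = inhibition over the cutoff but images rejected on review; inactive = inhibition not above the cutoff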
# sdo1 growth Rescue 24 h – further read-out of sdo1 growth, marked with its call; z-score; S. cerevisiae sdo1-depleted JHY4D growth rescue, OD600; measured here: growth rescue at 24 h;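 0 is the plate mean of compound wells and units are plate SD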
# An asterisk follows results filed as active; u = inconclusive; x = not tested or not shown; [ ] = dose if it differs, or a comment.
# Each structure is followed by: sdo1 growth	sdo1 growth Rescue 24 h	Insulin prom inh
- Cn1ccnc1SCC(=O)Nc1cc(S(=O)(=O)N2CCOCC2)ccc1Cl
 : 0.01	-0.33	-46
- CCn1c(SCc2nc3ccccc3[nH]2)nnc1-c1ccccc1OC
 : -0.47	-0.09	x
- O=C1C(=O)N(CCN2CCOCC2)C(c2ccccn2)/C1=C(/O)c1ccc(F)cc1 (stereo not given)
 : 1.1	0.36	50
- COc1ccc(NC(=O)c2cnc3sccn3c2=O)cc1
 : -1.2	-1.9	x
- Cc1cccc(C(=O)NC(=S)Nc2ccc(N3CCOCC3)cc2)c1
 : 0.21	1.6	-8
- CC(c1cccs1)N(Cc1ccco1)C(=O)Nc1ccc(Cl)c(Cl)c1 (stereo not given)
 : -2.4	-2	-40
- CC(=O)N1N=C(N)SC1c1cccc([N+](=O)[O-])c1 (stereo not given)
 : -0.1	-0.12	u
- CC(CNC(=O)C(C)C)NC(=O)C(C)C (stereo not given)
 : -0.83	-0.92	17
- C/C(=N/NC(=O)c1ccoc1C)c1ccc(NC(=O)C2CCCC2)cc1
 : -0.56	-1.6	7
- O=C(OCc1cccnc1)C1=Cc2ccccc2OC1
 : x	x	-29
- O=C(O)CN=C(NS(=O)(=O)c1ccc(Cl)cc1)c1ccccc1
 : 0.29	-0.12	-46
- Cc1cccc(C)c1OC1(c2ccccc2)OC(=O)c2ccccc21 (stereo not given)
 : -1	-0.93	19
- O=C(O)c1n[nH]c2c1CCCC2
 : 1.3	1.4	16
- Cc1ccc(NC(=O)c2ccccc2Cl)c(Cl)c1
 : 0.2	-0.55	0
- Clc1ccc(Cn2ncc3c(NCc4ccco4)ncnc32)c(Cl)c1
 : -1.7	-0.6	x
- COc1ccc(/C(C)=N/OCC(=O)N=Nc2c(O)[nH]c3ccccc23)cc1
 : -0.46	0.04	6
- COc1ccc(CNC(=O)Cc2ccc(OC)c(S(=O)(=O)N3CCOCC3)c2)cc1
 : 0.84	1	-33
- CCOC(=O)N1CCC(NC(=O)CSCc2cnn(-c3ccccc3)c2-n2cccc2)CC1
 : 0	-0.25	21
- Cc1cc(C)nc(Nc2n[nH]c(-c3ccccc3Br)n2)n1
 : 0.9	1.5	-150
- c1ccc(CNC2=NCCCCC2)cc1
 : 1.3	0.62	x
- O=C(Cn1c(CN2CCCCC2)nc2ccccc2c1=O)NC1CCCCC1
 : 0.39[11.6 µM]	0.48	x
- O=C(COC(=O)COc1ccc2ccccc2c1)Nc1cc(C(F)(F)F)ccc1N1CCOCC1
 : 0.68	0.52	x
- CCC(C)Sc1nc2c(cnn2-c2ccc(C)c(C)c2)c(=O)[nH]1 (stereo not given)
 : -1.9	-1.5	x
- O=C(CN1C(=O)C2CCCCC2C1=O)OCC(=O)c1ccc(Cl)s1 (stereo not given)
 : x	x	36
- c1cc2c(cc1-n1cnnn1)OCO2
 : x	x	-11
- O=C(Cn1cnc2ccccc2c1=O)Nc1nnc(SCc2ccccc2)s1
 : -0.55	-0.11	x
- COc1ccc(C)cc1NC(=O)C(OC(=O)CNC(=O)c1cccc(F)c1)c1ccccc1 (stereo not given)
 : -0.46	-0.3	x
- Cc1cc(NC(=O)CSC2=NCCS2)no1
 : 0.85	-0.11	-1
- COCCCNC(=O)c1ccc(NC(C)=O)cc1
 : x	x	-50
- CCOCCCNC(=O)c1ccc2c(=O)n(CCCOCC)c(=S)[nH]c2c1
 : x	x	27
- COc1cc(OC)cc(C(=O)NCC(=O)OCC(=O)c2cc(C)n(Cc3ccco3)c2C)c1
 : 1.2	1.2	-17
- O=C(Nc1cccnc1)c1scc2c1OCCO2
 : 0.44	0.34	50
- O=C(CSCc1c(Cl)cccc1Cl)Nc1ccc2c(c1)OCCO2
 : -1.8	-1.7	11
- C=CCSc1nnc(-c2nnc(SCC=C)n2CC)n1CC
 : -0.27	-0.34	15
- CCCn1c(NCc2ccc3c(c2)OCO3)nc2ccccc21
 : -0.24	-0.33	33
- CC(C)n1c(SCC(=O)Nc2nc3ccccc3s2)nc2c1c(=O)n(C)c(=O)n2C
 : -0.99	-0.73	-40
- CC(=O)c1ccc(NC(=O)CSCCO)cc1
 : 0.91	0.32	36
- COC(=O)C1CCN(C(=O)c2ccc(NC(C)=O)cc2)CC1
 : -0.13	-0.19	x
- CCN1CCN(c2nc3ccccc3nc2C(C#N)C(=O)OCc2ccccc2)CC1 (stereo not given)
 : -0.53	-0.08	-17
- O=C(NC1CCSC1=O)c1ccc(Oc2cccc(C(F)(F)F)c2)nc1 (stereo not given)
 : -0.55	-1.2	0
- C=CCN(C(=O)CCC(=O)Nc1cc(C)on1)C(C(=O)NC1CCCC1)c1cccnc1 (stereo not given)
 : 0.41	0.43	-69
- COc1ccc(S(=O)(=O)N(CC(=O)NCC2CCCO2)c2ccc(F)cc2)cc1OC (stereo not given)
 : 0.08	-0.8	-24
- Cc1cc(S(=O)(=O)Nc2cc(C)c(O)c(C)c2)c(C)s1
 : 0.05	-0.55	26
- CN(c1ccc(OCC(=O)N2CCCCC2)cc1)S(=O)(=O)c1cccs1
 : 0.66	-0.25	x
- CCOC(=O)c1ccc(N2C(=O)CC(N(C)CCc3ccc(OC)c(OC)c3)C2=O)cc1 (stereo not given)
 : -0.65	-0.69	-18
- Cc1ccc(NC(=O)NCC(c2cccnc2)N2CCOCC2)cc1 (stereo not given)
 : 1.2	-0.2	-50
- COc1ccc(N(C(=O)Cn2nnc(-c3ccc(Cl)cc3)n2)C(C(=O)NCC2CCCO2)c2ccc(C)cc2)cc1 (stereo not given)
 : 0.35	2.6	19
- O=C(CCCc1c[nH]c2ccccc12)NCc1ccc2c(c1)OCO2
 : -0.83	0.98	-10
- O=C(NCc1ccco1)c1cc2ccc(O)cc2oc1=O
 : -0.12	-0.76	92*
- CCc1c(C)sc(NC(=O)OC)c1C(=O)N1CCOCC1
 : 1.3	1.4	21
- COc1cc(NC(=O)COC(=O)CSc2ccc3ccccc3c2)c(C)cc1[N+](=O)[O-]
 : 0.65	0.67	0
- CCCn1c(NC(=O)c2ccccc2)nc2ccccc21
 : -1.1	-0.18	31
- CCN(c1ccc(C)c(C)c1)S(=O)(=O)c1ccc2c(c1)CCN2C(=O)CCC(=O)O
 : 0.38	-0.59	0
- O=C(Nn1c(SCc2ccc([N+](=O)[O-])cc2)nc2ccccc2c1=O)c1ccc(F)cc1
 : -1.2	-1.3	x
- COc1ccccc1N1CCN(C(=O)c2sc3nc(-c4ccc(F)cc4)cn3c2C)CC1
 : -2.6	-2.2	x
- Cc1cc(OCC(=O)NC(C)(C)C)ccc1Cl
 : 0.49	0.25	3
- Cc1ccc(Nc2nc3ccccc3o2)cc1F
 : -1.3	0.09	57
- Cn1cc(SCC(=O)Nc2nc3ccccc3s2)c2ccccc21
 : -2	-1.2	56
- NS(=O)(=O)c1ccc(NC(=S)N2CCN(c3ccccc3)CC2)cc1
 : 2.2	0.77	13
- COC(=O)CC1=C(C(=O)OC)C(c2cccc(OCC(N)=O)c2)C(C#N)=C(N)O1 (stereo not given)
 : 0.16	-0.96	-46

# Copied from the list.
# In Insulin prom inh, CCN(c1ccc(C)c(C)c1)S(=O)(=O)c1ccc2c(c1)CCN2C(=O)CCC(=O)O is listed with 0
# In sdo1 growth Rescue 24 h, COc1ccc(N(C(=O)Cn2nnc(-c3ccc(Cl)cc3)n2)C(C(=O)NCC2CCCO2)c2ccc(C)cc2)cc1 (stereo not given) is listed with 2.6
# In sdo1 growth, CN(c1ccc(OCC(=O)N2CCCCC2)cc1)S(=O)(=O)c1cccs1 is listed with 0.66
# In Insulin prom inh, O=C(NCc1ccco1)c1cc2ccc(O)cc2oc1=O is listed with 92*

# Back to the main list with the 3 entries that preceded the break.
# Each structure is followed by: sdo1 growth	sdo1 growth Rescue 24 h	Insulin prom inh
- Cn1cc(SCC(=O)Nc2nc3ccccc3s2)c2ccccc21
 : -2	-1.2	56
- NS(=O)(=O)c1ccc(NC(=S)N2CCN(c3ccccc3)CC2)cc1
 : 2.2	0.77	13
- COC(=O)CC1=C(C(=O)OC)C(c2cccc(OCC(N)=O)c2)C(C#N)=C(N)O1 (stereo not given)
 : 0.16	-0.96	-46
- O=C(CSc1nnc2ccccn12)c1ccc2c(c1)OCCO2
 : -0.3	-1.3	57
- Cc1ccc(NC(=O)N2CCC(c3nc4c(nnn4Cc4cccc(Cl)c4)c(=O)[nH]3)CC2)cc1
 : 0.8	0.42	58
- O=C(NCc1cn2ccccc2n1)c1ccco1
 : 0.18	0.15	x
- COC(=O)c1cccc(NC(=O)c2ccc(S(=O)(=O)N3CCN(C)CC3)cc2)c1
 : 1.4	0.9	33
- COc1ccc(C(CNC(=O)c2oc3ccc(Br)cc3c2C)N2CCCCC2)cc1 (stereo not given)
 : x	x	-36
- COc1ccc(CCNC(=O)c2ccncc2)cc1OC
 : 0.31	-0.11	-33
- CCc1nnc(NC(=O)C2COc3ccccc3O2)s1 (stereo not given)
 : 2.1	1.9	5
- O=C(NC(=O)c1cccc(Cl)c1)OC[C@@H]1CCCN2CCCCC12 (stereo not given in full)
 : 0.09	-0.12	x
- CCC1CCCCN1S(=O)(=O)c1ccc(S(=O)(=O)N(Cc2ccccn2)CC2CCCO2)cc1 (stereo not given)
 : -0.47	-0.19	16
- Cc1cccc(NC(=S)NNC(=O)c2ccccc2OC(F)F)c1
 : 0.05	-0.04	7
- CCOC(=O)c1cnc(-n2nc(C)cc2C)nc1NC1CCCCC1
 : -3.3	-2.6	36
- O=C(N/N=C/c1ccc(O)cc1)c1csc2ccccc12
 : 0.33	-0.07	x
- CN(C1CCCCC1)S(=O)(=O)c1ccc(NC(=O)C2CCCCC2C(=O)O)cc1 (stereo not given)
 : -0.37	0.07	12
- Cc1ccc(/C=N/NC(=O)c2cccs2)s1
 : -0.01	0.02	-43
- Cc1onc(-c2ccccc2Cl)c1C(=O)Nc1ccc(-n2nncc2-c2ccco2)cc1
 : -0.55	-0.29	-10
- COc1ccccc1-c1ccc(Nc2cccc(C(C)=O)c2)nn1
 : -0.19	-0.32	40
- CCC(OC(=O)c1cccs1)C(=O)NC1CCCCC1 (stereo not given)
 : 1.5	2.3	-6
- CN1C(=O)CC(N2CCN(c3ncccn3)CC2)C1=O (stereo not given)
 : 0.1	-0.21	41
- CC(=O)Nc1nnc(Cc2c[nH]c3ccccc23)s1
 : x	x	40
- COc1ccc(-c2ccc(SCC(=O)N3CCOCC3)nn2)cc1OC
 : 0.65	0.25	x
- CCCOCC(O)COc1ccccc1C(=O)N1CCOCC1 (stereo not given)
 : -0.59	-0.74	-24
- COC(=O)c1cc(COC(=O)c2ccc(OC)c(S(=O)(=O)N3CCCC3)c2)oc1C
 : -1.2	-0.86	-29
- Clc1cc(Cl)c2nc(N3CCOCC3)sc2c1
 : -0.92	-1.7	20
- Cc1cccc(-c2cc3nc(C)cc(NCCCN(C)C)n3n2)c1
 : 0.72	0.99	-43
- Cc1ccccc1Nc1nc(-c2sc(NC(=O)c3ccco3)nc2C)cs1
 : -1	-0.89	-32
- COCc1n[nH]c(=S)n1-c1cccc2ccccc12
 : 0.64	0.6	43
- Cc1ccccc1Cn1nnc(C(=O)Nc2cccc(C)c2C)c1N
 : -2.4	-1.8	x
- Cc1cc(C(=O)N/N=C/c2cc(N=Nc3ccccc3)ccc2O)n[nH]1
 : -0.77	-0.54	x
- C=CCn1c(C)cc(C2=NNC(=NCc3ccccc3)SC2)c1C
 : x	x	25
- COc1ccc(CCNC(=O)CSc2nc(C)cs2)cc1
 : 1.3	0.79	x
- Cc1noc(C)c1S(=O)(=O)N1CCC(C(=O)N2CCN(c3ccc(Cl)cc3)CC2)CC1
 : -0.35	-0.74	14
- Fc1ccc(N2CCN(C(c3cccs3)c3nnnn3C3CCCC3)CC2)cc1 (stereo not given)
 : -1.5	-1.3	-36
- Cc1cc(OCC(=O)Nc2ccncc2)ccc1Br
 : -1.5	-0.23	-60
- O=C(O)CCC(NC(=O)OCc1ccccc1)C(=O)O (stereo not given)
 : 0.34	-0.17	x
- COc1ccc(C(=O)N(NC(=O)Oc2ccccc2)C(C)(C)C)cc1
 : 0.05	-0.6	-56
- COc1ccc(-c2cc(C(F)(F)F)nc(SCCC(=O)N3CCOCC3)n2)cc1
 : -0.99	-0.46	-8
- COc1ccc(OCc2ccc(-c3nc4ccccc4c(=O)n3N)o2)cc1
 : -1.1	-0.52	x
- CC(C)OC(=O)CSc1nnc(-c2cnccn2)n1-c1ccc(Cl)cc1
 : -0.94	-1.4	-18
- O=C(c1c[nH]c(C(=O)C(Cl)(Cl)Cl)c1)c1ccccc1Cl
 : -1.1	-1.5	x
- O=C(Nc1ccc(F)cc1)N1CCN(c2nc3ccccc3s2)CC1
 : -0.69	-0.31	15
- CC1CCCN(C(=O)c2ccc3c(=O)n(C4CCCC4)c(=S)[nH]c3c2)C1 (stereo not given)
 : x	x	40
- CS(=O)(=O)N(Cc1ccccc1)c1ccccn1
 : 1.9	0.88	12
- CCc1ccc(OCc2cnc(Cl)s2)cc1
 : x	x	-46
- CC(C)NC(=O)CSCc1c(Cl)cccc1Cl
 : 0.46	-0.1	9
- CC/C=C/C(=O)N1CC2(CC(c3cccc(NC(=O)c4ccccc4)c3)=NO2)C[C@@H]1C(N)=O (stereo not given in full)
 : 1.5	0.07	x
- O=C(N/N=C/c1cccc([N+](=O)[O-])c1)c1cccc(Br)c1
 : x	x	-88
- O=C(c1ccccc1-c1nc(-c2ccc(F)cc2)no1)N1CCCC1
 : -0.16	0.66	x
- O=C(C1CC(=O)N(C2CCCC2)C1)N1CCN(c2ccccc2F)CC1 (stereo not given)
 : -0.09	-0.92	x
- O=C1NC(c2ccccc2)=N/C1=C/c1ccco1
 : 0.47	0.41	61

# High-throughput results from PubChem.
